# Assay outcomes from PubChem BioAssay.
# RNase H inhibition = RNase H inhibition, HIV 1 Gag Pol polyprotein, FRET biochemical assay, screening (AID 372). 100,000 tested, 0.77% active. inhibition, % at 10 µM; hits with a dose series show IC50 in µM. HIV-1 RT RNase H, FRET RNA/DNA substrate fluorescence; higher % means a stronger effect; in the data active means inhibition above about 50%
# Numbers without * were called inactive. A portion of the library; count on the stated rates, not on these rows.
entry	mol	RNase H inhibition
1	CCOC(=O)c1c(NC(=O)C2CC2)sc(C(=O)Nc2cccc(Cl)c2C)c1C	25.0%
2	CCOc1cc(C2C(C(=O)OCc3ccccc3)=C(C)NC3=C2C(=O)CC(c2ccc(OC)cc2)C3)ccc1OC(C)=O (stereo not drawn)	4.0%
3	O=C(N/N=C/c1ccc([N+](=O)[O-])o1)c1cccc(Cl)c1	0.0%
4	COC(=O)c1cc2nc(-c3ccc(Cl)cc3)cc(C(F)(F)F)n2n1	0.0%
5	CCCC(=O)Nc1ccc(NC(=O)c2cccc([N+](=O)[O-])c2)cc1	3.0%
6	Cc1onc(-c2c(Cl)cccc2Cl)c1C(=O)Nc1ccc(S(=O)(=O)Nc2nccs2)cc1	2.0%
7	CCOC(=O)c1c(NC(=O)c2cc([N+](=O)[O-])ccc2N2CCC(C(=O)OCC)CC2)sc2c1CCCC2	12.0%
8	Cc1cccc(N2CCN(C3=NC(=O)/C(=C\c4cccs4)S3)CC2)c1	17.0%
9	Cc1ccc(OCC(=O)Nc2ccc3oc(-c4cccnc4)nc3c2)c(C)c1	1.0%
10	N/C(=N\S(=O)(=O)c1ccccc1)c1cccc(Cl)c1	0.0%
11	Cn1c(=O)c2c(ncn2CC(=O)N2CCN(Cc3ccccc3)CC2)n(C)c1=O	15.0%
12	Oc1ccc2c(c1)C1(c3cc(O)ccc3O2)c2ccccc2-c2ccccc21	39.0%
13	O=C(Nc1ccc(Cc2ccncc2)cc1)c1cccc([N+](=O)[O-])c1	5.0%
14	O=C(Nc1ccc(Cl)c(-c2nc3ccccc3o2)c1)c1cccc(F)c1	17.0%
15	CC(C)NC(=O)/C=C/c1ccccc1Cl	0.0%
16	COc1cc(C(=O)NC(NC(=S)Nc2ccc(Cl)cc2Cl)C(Cl)(Cl)Cl)cc(OC)c1OC (stereo not drawn)	15.0%
17	Cc1ccc(NC(=O)c2ccc(F)cc2)c(Br)c1	0.0%
18	N=C(N)SCc1cccc2ccccc12	4.0%
19	Fc1ccccc1N1CCN(Cc2ccc3ccccc3c2)CC1	1.0%
20	CCSCCOC(=O)C1=C(C)NC2=C(C(=O)CCC2)C1c1cccnc1 (stereo not drawn)	18.0%
21	O=C(NN1C(=O)/C(=C/c2ccc(Br)cc2)SC1=S)c1ccncc1	5.0%
22	CN1C2=NC(=O)/C(=C/c3ccc([N+](=O)[O-])s3)N2c2ccccc21	0.0%
23	CCOc1ccc2c(c1)-c1c(sn(-c3ccc(Cl)c(C(F)(F)F)c3)c1=S)C(C)(C)N2	17.0%
24	Cc1ccccc1-c1nnc(NC(=O)Nc2ccc(Cl)c(Cl)c2)s1	7.0%
25	COc1ccc2nc(SCC(=O)Nc3ccc(C)cc3)[nH]c2c1	15.0%
26	O=C(NC(Cc1ccccc1)C(=O)NCCc1c[nH]c2ccccc12)OCc1ccccc1 (stereo not drawn)	12.0%
27	COCCCNC(=O)C(=O)Nc1cc(C)ccc1OC	15.0%
28	O=C(N/N=C/c1cc(Br)cc(Cl)c1O)c1ccncc1	0.0%
29	CCOc1cccc(/C=N/NC(=O)C2=C(C)Nc3ccccc3S2)c1O	13.0%
30	O=C1/C(=C\c2ccc(OS(=O)(=O)c3ccccc3[N+](=O)[O-])cc2)SC(=S)N1c1ccccc1	4.0%
31	O=C(CCn1c2ccccc2c2ccccc21)NNC(=S)Nc1ccccc1	2.0%
32	O=C(O)CCC(C(=O)O)N1C(=O)/C(=C\C(Cl)=C/c2ccc([N+](=O)[O-])cc2)SC1=S (stereo not drawn)	12.0%
33	O=C(Nc1cccc(C(F)(F)F)c1)c1ccc([N+](=O)[O-])c(Cl)c1	16.0%
34	CCCCC(=O)Nc1nnc(Cc2ccccc2)s1	4.0%
35	CN(C(=O)c1ccc([N+](=O)[O-])o1)c1ccccc1	0.0%
36	O=c1[nH]c(NCCO)nc2c1C1(CCCCC1)Cc1ccccc1-2	28.0%
37	COc1ccc(-c2nc3c(n2O)CCc2c-3no[n+]2[O-])cc1	1.0%
38	CCOC(=O)C1=C(C)N=c2s/c(=C\c3ccc(N(C)C)cc3)c(=O)n2C1c1ccc(OC(C)=O)cc1 (stereo not drawn)	0.0%
39	O=c1c2c3c(sc2nc2n1CCCCC2)CCCCC3	6.0%
40	O=C(/C=C/c1ccccc1)Nc1ccc([N+](=O)[O-])cc1	5.0%
41	COc1cccc(C(=O)Nc2ccc3oc(-c4ccccc4F)nc3c2)c1	25.0%
42	CC(=O)Nc1ccc(S(=O)(=O)NNc2ccccc2)cc1	0.0%
43	CSc1nc2ccccc2n1CCOc1ccc(C)cc1	8.0%
44	N#C/C(=C\c1ccc(F)cc1)C(=O)NC1CCS(=O)(=O)C1 (stereo not drawn)	3.0%
45	CN(C)c1ccnc2sc(C(=O)c3ccc(Br)cc3)c(N)c12	26.0%
46	O=C1C=CC(=O)N1Nc1c(Cl)cc(Cl)cc1Cl	20.0%
47	O=C(/C=C/c1ccc(Cl)cc1)Nc1cccc(Br)c1	8.0%
48	Cc1nonc1OCCCNc1ccc([N+](=O)[O-])cc1Cl	7.0%
49	COc1ccc(C2CC(=O)C=C(Nc3cc(Cl)ccc3O)C2)cc1 (stereo not drawn)	35.0%
50	CCCCCc1ccc(-c2ccc(-c3ncc([N+](=O)[O-])cn3)cc2)cc1	5.0%

# (continued)
entry	mol	RNase H inhibition
51	N=C1S/C(=C\c2ccc3c(c2)OCO3)C(=O)N1c1ccc(F)cc1	43.0%
52	O=C(N=C1SCC(=O)N1c1ccccc1)c1ccco1	5.0%
53	CCC(=O)Nc1sc2c(c1C(=O)Nc1ccc(OC)cc1)CCC2	9.0%
54	O=C(c1cc2ncc(Br)cn2n1)N1CCCCC1	5.0%
55	CC1(C)C(C=C(Cl)Cl)C1C(=O)Nc1ccccc1 (stereo not drawn)	7.0%
56	COc1ccc(CCNC2CC(=O)N(c3ccc(I)cc3)C2=O)cc1OC (stereo not drawn)	8.0%
57	C=CCOc1ccc(C(=O)Nc2ccccn2)cc1	6.0%
58	COC(=O)c1c(NC(=S)Nc2ccccc2)sc(Cc2ccccc2)c1C	18.0%
59	O=C(CC1(O)C(=O)Nc2ccc(Br)cc21)c1cccs1 (stereo not drawn)	17.0%
60	COc1ccccc1/C=C(\NC(=O)c1ccccc1)C(=O)Nc1ccccc1OC	9.0%
61	O=[N+]([O-])c1cccc(CSc2nc3ccccc3[nH]2)c1	6.0%
62	Cc1ccc(/C(O)=C/c2nc3ccccc3[nH]c2=O)o1	0.0%
63	CCOC(=O)CN1C(c2ccccc2OC)Nc2ccc(Br)cc2C1c1ccccc1 (stereo not drawn)	0.0%
64	COc1ccc(OCCSc2nnnn2C2CCCCC2)cc1	4.0%
65	O=C(NC(=S)Nc1nc(-c2cccc([N+](=O)[O-])c2)cs1)c1ccccc1Cl	21.0%
66	CCOC(=O)c1c(-c2ccc(-c3ccccc3)cc2)csc1NC(=O)C1CC1	17.0%
67	O=C(C(c1ccccc1)c1ccccc1)N1CCN(Cc2ccco2)CC1	0.0%
68	CC1=C(C(=O)Nc2ccccc2)C2(CCCCC2)C(C(N)=O)C(=S)N1 (stereo not drawn)	11.0%
69	Cc1ccc(C2=N/C(=C\c3ccc(-c4ccc([N+](=O)[O-])cc4Cl)o3)C(=O)O2)cc1	2.0%
70	c1ccc2c(CN3CCCC3)ccc(CN3CCCC3)c2c1	5.0%
71	O=C(N/N=C/c1ccccc1C(F)(F)F)c1ccc(CN2CCOCC2)cc1	31.0%
72	COc1cc2c(cc1OC)C(c1cccc(Cl)c1)N(Cc1ccc(OC)c(C)c1OC)CC2 (stereo not drawn)	19.0%
73	COc1ccc(N2C(=O)CC(NCc3ccc(Cl)cc3)C2=O)cc1 (stereo not drawn)	4.0%
74	CC(C)c1nc2ccccc2n1CC(O)COC1CCCCC1 (stereo not drawn)	16.0%
75	CCOC(=O)CNS(=O)(=O)CCN1C(=O)c2ccccc2C1=O	5.0%

# Entries from the list above containing a furan ring, fused or not, in the order listed:
entry	mol	RNase H inhibition
3	O=C(N/N=C/c1ccc([N+](=O)[O-])o1)c1cccc(Cl)c1	0.0%
35	CN(C(=O)c1ccc([N+](=O)[O-])o1)c1ccccc1	0.0%
52	O=C(N=C1SCC(=O)N1c1ccccc1)c1ccco1	5.0%
62	Cc1ccc(/C(O)=C/c2nc3ccccc3[nH]c2=O)o1	0.0%
67	O=C(C(c1ccccc1)c1ccccc1)N1CCN(Cc2ccco2)CC1	0.0%
69	Cc1ccc(C2=N/C(=C\c3ccc(-c4ccc([N+](=O)[O-])cc4Cl)o3)C(=O)O2)cc1	2.0%

# Additional compounds follow:
entry	mol	RNase H inhibition
76	Cc1ccc(NC(=O)CCN2C(=O)/C(=C/c3cccs3)SC2=S)c(C)c1	3.0%
77	Clc1ccc(C2=NN(c3ccccc3)C(c3ccco3)C2)cc1 (stereo not drawn)	21.0%
78	O=C(N/N=C\c1cn(-c2ccccc2)nc1-c1ccccc1)c1ccc([N+](=O)[O-])cc1	10.0%
79	CCOc1ccccc1NC(=O)c1c(NC(=O)c2ccccc2Br)sc2c1CCCC2	7.0%
80	CCOC(=O)c1cc2c3c(c1)C1C=CCC1C(c1ccccc1)N3CC1CC=CC21 (stereo not drawn)	31.0%
81	N#C/C(=C\c1cccc(C(F)(F)F)c1)C(=O)N1CCOCC1	9.0%
82	Cc1cc(C)cc(NC(=O)CN(c2cccc(C(F)(F)F)c2)S(C)(=O)=O)c1	13.0%
83	Cc1cccc(C(=O)N/N=C/c2ccc(OC3CSC3)cc2)c1	8.0%
84	O=C(NNC1=NC2(CCCC2)Cc2ccccc21)c1ccccc1[N+](=O)[O-]	4.0%
85	O=C(O)CCCN1C(=O)/C(=C\c2ccc(-c3cccc([N+](=O)[O-])c3)o2)SC1=S	21.0%
86	CCC(=O)Oc1ccc(/C=C2/C(=O)NN(c3ccccc3)C2=O)cc1OC	14.0%
87	CCOc1cc(C2Nc3ccccc3NC3=C2C(=O)CC(c2ccc(OC)cc2)C3)cc(Cl)c1O (stereo not drawn)	27.0%
88	Cc1ccc(C)c(C2=NN(c3nc(-c4ccc(I)cc4)cs3)C(c3cccc([N+](=O)[O-])c3)C2)c1 (stereo not drawn)	17.0%
89	COc1ccc(-n2c(C)cc(/C=C(/C#N)C(=O)Nc3ccc(Cl)cc3)c2C)cc1	3.0%
90	CSc1ccc(/C=C2/SC(=O)N(CNc3ccccc3)C2=O)cc1	4.0%
91	CCCC(C)C1C(C#N)=C(N)Oc2cc(N)ccc21 (stereo not drawn)	17.0%
92	O=C1NC(=O)N(c2ccc3c(c2)OCO3)C(=O)/C1=C/c1cn(Cc2ccccc2Cl)c2ccccc12	35.0%
93	CCc1c(O)nc(SCC(=O)c2ccccc2)[nH]c1=O	35.0%
94	COc1ccc(N2C(=O)/C(=C/c3cn(Cc4ccccc4)c4ccccc34)C(=O)NC2=S)cc1	15.0%
95	Nc1cc(-c2ccc(I)cc2)[nH]n1	4.0%
96	COc1c(C(=O)/C=C/c2ccccc2)c(O)c(OC)c2occc12	25.0%
97	CCCCC1(C(c2ccccc2)c2ccccc2)C(=O)c2ccccc2C1=O	21.0%
98	O=C(O)CCSCc1ccc([N+](=O)[O-])cc1	7.0%
99	CC1(C)CC(=O)c2c(-c3ccc([N+](=O)[O-])cc3)coc2C1	0.0%
100	CCC(C)c1ccccc1OCCOc1ccc(C=C2C(=O)NC(=S)NC2=O)cc1OC (stereo not drawn)	44.0%
101	CCC(C)OC(=O)C1=C(C)NC(=O)NC1c1ccccc1 (stereo not drawn)	20.0%
102	O=C1C2C3C=CC(C4CC34)C2C(=O)N1c1ccc(Oc2ccccc2)cc1 (stereo not drawn)	8.0%
103	O=C(Nc1ccc(NS(=O)(=O)c2ccccc2)cc1)c1ccco1	5.0%
104	O=C(Nc1ccc(S(=O)(=O)Nc2cnc3ccccc3n2)cc1)c1cc(Cl)ccc1[N+](=O)[O-]	14.0%
105	CCOc1ccc(/C=C2\C(=O)NC(=O)N(Cc3ccccc3)C2=O)cc1	8.0%
106	Cc1c(N2C(=O)c3ccc(-c4nc5ccccc5c(=O)o4)cc3C2=O)cccc1[N+](=O)[O-]	13.0%
107	O=C(O)c1ccc(S(=O)(=O)c2ccc3c(c2)C(=O)N(c2cccc(C(F)(F)F)c2)C3=O)cc1	0.0%
108	COc1ccccc1/C=C/CNc1ccc(F)c(F)c1	3.0%
109	COc1ccccc1OCCCOc1cccc(Br)c1	2.0%
110	O=[N+]([O-])c1ccccc1OCCCCCCNCCO	12.0%
111	O=C1c2cccc3cccc(c23)C(=O)C1c1cccc2ccccc12	16.0%
112	Brc1ccc(OCCOc2ccccc2)c(/C=N/n2cnnc2)c1	21.0%
113	Cc1cc(C(F)(F)F)c(C#N)c(SCC(N)=O)n1	0.0%
114	COc1ccccc1N1C(=O)NC(=O)/C(=C/c2ccc3c(c2)OCO3)C1=O	3.0%
115	COc1ccc(S(=O)(=O)N=C2C=CC(=O)C=C2)cc1	9.0%
116	CCOC(=O)C1=C(C)N=c2s/c(=C/c3ccc(Br)o3)c(=O)n2C1c1ccccc1OC (stereo not drawn)	6.0%
117	COCCOC(=O)c1ccc(NC(=O)c2ccccc2CCc2ccccc2)cc1	11.0%
118	CCc1nnc(NS(=O)(=O)c2ccc(NC(=S)NC(=O)c3ccc(Br)cc3)cc2)s1	17.0%
119	Cc1ccc(C(=O)Nc2cccc(NC(=O)c3cccc(Cl)c3)c2)cc1	7.0%
120	Cc1ccc(-c2nnc(-c3cccc([N+](=O)[O-])c3)o2)cc1[N+](=O)[O-]	6.0%
121	CC(=O)C1=C(O)C(=O)N(CCN(C)C)C1c1ccc(C(C)C)cc1 (stereo not drawn)	9.0%
122	Cc1ccc(N2C(=O)NC(=O)/C(=C\c3ccc(-c4ccc(Cl)cc4[N+](=O)[O-])o3)C2=O)cc1	21.0%
123	O=c1oc2ccccc2cc1-c1csc(-c2cc3cc(Cl)cc(Cl)c3oc2=O)n1	2.0%
124	CCCCSCC(CSCCCC)OC(=O)c1ccccc1	13.0%
125	C=CCSC1=C(C#N)C(c2ccccc2Cl)CC(=O)N1 (stereo not drawn)	22.0%

# (continued)
entry	mol	RNase H inhibition
126	O=C(NC(c1ccccc1)c1ccccc1)c1ccccn1	3.0%
127	Nc1ccc(NC(=O)c2ccccc2)cc1	13.0%
128	NNc1nc(-c2ccccc2)cs1	25.0%
129	Nc1c(C(=O)c2cccc([N+](=O)[O-])c2)sc2nccc(Nc3ccccc3)c12	5.0%
